# Screening results as filed in PubChem BioAssay.
# G6PDH counter – counter-screen for G6PDH assay hits: L. mesenteroides G6PDH inhibition | Purified L. mesenteroides G6PDH, diaphorase/resazurin coupled fluorescence, 45 min | inhibition, % at 5 µM | 0.12% of 200,000 active | AID 1020
# Hsp70 activator – transcriptional activators of Hsp70 | HeLa Hsp70 promoter luciferase reporter, luminescence; scaled: vehicle 0, proteasome-inhibitor control 100% | activation, % at 10 µM | 0.04% of 200,000 active;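 active means activation above the mean across all tested compounds plus 3 SD, cutoff set per campaign, cut at about 5.5% in these data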;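 further: 100% = MG132 at 30 µM as the positive control and 0% = DMSO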
# RAM inhibit – yeast RAM network inhibition; AID 868; inhibition, % at 50 µM; S. cerevisiae dse1pr::URA3 reporter, 5-FOA growth OD615, 2 d; analog-sensitive cbk1-as2 kinase mutant strain; 1.8% of 190,000 active;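 active means inhibition above a set limit, 3 SD over mean compound inhibition, cut at about 8.4% in these data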;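 further: 0% = DMSO-only wells with no growth and 100% = 10 µM 1-NA-PP1 full growth; inhibition rescues growth on 5-FOA so higher OD means more RAM inhibition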
# DTT redox prof – compounds producing H2O2 with reducing agent – biochemical, NIH compound library profiling, artefact control for MLSCN library redox annotation, primary screen | DTT-dependent redox cycling H2O2, phenol red/HRP absorbance; 100% = 100 µM peroxide control, 0% = buffer | activation, % at 10 µM | 0.03% of 200,000 active | AID 878;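 active means activation of at least 50% relative to the plate's high and low controls in the primary single-dose screen; inactive means activation below 50%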;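 further: compound incubated with DTT at 0.8 mM final as the reducing agent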
# Lmaj promast – reduces viability of Leishmania major promastigotes; 9% of 200,000 active; resazurin fluorescence viability; inhibition, % at 10 µM;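 further: promastigotes grown with compound for 44 hours at 28 °C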
# PMI act satM6P – activators of human phosphomannose isomerase at near-saturating mannose 6-phosphate. coupled PMI enzyme assay, resazurin fluorescence, 20 min; stronger effect = higher value; 1 = untreated enzyme, 0 = substrate-free blank. activation factor at 20 µM. 0.34% of 190,000 active. AID 1216;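 active means activation factor of 2 or more at 20 µM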
# Target sequence (P34949 whole entry, looked up): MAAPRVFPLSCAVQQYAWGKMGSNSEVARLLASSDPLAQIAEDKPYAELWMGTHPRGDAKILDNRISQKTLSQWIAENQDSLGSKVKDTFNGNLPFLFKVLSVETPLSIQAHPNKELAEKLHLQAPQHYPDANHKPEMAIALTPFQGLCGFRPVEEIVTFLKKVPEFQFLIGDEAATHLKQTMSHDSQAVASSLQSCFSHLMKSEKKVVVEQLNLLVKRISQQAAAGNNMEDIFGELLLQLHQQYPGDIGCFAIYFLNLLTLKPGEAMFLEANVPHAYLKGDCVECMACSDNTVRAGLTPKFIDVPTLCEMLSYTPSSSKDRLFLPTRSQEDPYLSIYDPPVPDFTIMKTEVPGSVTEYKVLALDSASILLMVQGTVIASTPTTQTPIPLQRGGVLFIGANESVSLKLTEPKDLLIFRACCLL
#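 Test system: human phosphomannose isomerase with PGI, G6PDH, diaphorase coupling enzymes; amount: 15 ng/mL PMI; incubation: enzyme reaction with compound 20 min at room temperature; technique: resorufin fluorescence (Ex 544/Em 590 nm) from resazurin via diaphorase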
# TLR4 MyD88 comp – TLR4-MyD88 interaction inhibition in cells; O00206+Q99836; HeLa CL3-4 TLR4/MyD88 BLA complementation, FRET ratio; inhibition, % at 8.4 µM; 0.18% of 200,000 active; in the data active means inhibition above about 25%;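 further: 0% = vehicle and 100% = reference inhibitor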
# Diaph act CS – counter-screen for diaphorase-based assays: diaphorase activators and chemical reducers | Diaphorase/resazurin coupled assay, resorufin fluorescence, 16 min; stronger effect = higher value; 1 = vehicle wells, 0 = NADH-free wells | activation factor at 20 µM | 0.005% of 190,000 active | AID 1229;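 active means diaphorase activity raised at least twofold by the compound at 20 µM; inactive means activation factor below 2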
#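 Material: Purified diaphorase enzyme from Clostridium kluyveri | Buffer or medium: 50 mM HEPES pH 7.4 with 4.542 mM MgCl2, 0.005% Tween 20 | Times: 16 min enzyme reaction, ambient temperature | Signal: Red resorufin fluorescence at 544/590 nm excitation/emission | Measure: Increased resorufin signal from activators or reducing compounds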
# S1P3 antag – blocks the human S1P3 receptor; Q99500; CHO S1P3 NFAT-BLA reporter, FRET fluorescence, antagonist mode; inhibition, % at 4.98 µM; 0.27% of 170,000 active; AID 485;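 active means inhibition above the plate cutoff, the mean inhibition of test wells on that plate plus 3 SD, cut at about 28% in these data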;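 further: cells challenged with S1P at its EC80 of 0.8 µM; blue over green emission ratio from cleaved BLA substrate after 4 h stimulation; 0% = S1P-stimulated wells and 100% = unstimulated DMSO-only wells; some compounds past the cut are filed as inactive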
# Target sequence (Q99500 whole entry, looked up): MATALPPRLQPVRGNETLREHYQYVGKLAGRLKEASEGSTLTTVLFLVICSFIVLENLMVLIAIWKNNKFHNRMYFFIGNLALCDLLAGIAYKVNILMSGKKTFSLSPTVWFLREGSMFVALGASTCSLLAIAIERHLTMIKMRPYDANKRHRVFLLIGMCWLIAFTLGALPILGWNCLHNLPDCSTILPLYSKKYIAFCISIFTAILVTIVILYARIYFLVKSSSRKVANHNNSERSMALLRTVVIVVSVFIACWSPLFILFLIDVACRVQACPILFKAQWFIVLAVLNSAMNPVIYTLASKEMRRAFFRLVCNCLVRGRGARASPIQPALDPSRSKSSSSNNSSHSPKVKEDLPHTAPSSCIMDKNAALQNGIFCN
# Diaph inh CS – inhibits diaphorase or chemically oxidizes, flagging diaphorase assay artifacts | diaphorase resazurin-to-resorufin fluorescence, NADH, 16 min; bacterial (C. kluyveri) enzyme, not human | inhibition, % at 20 µM | 0.69% of 190,000 active | AID 1217;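 active means primary screen inhibition at 20 µM above a set limit, cut at about 50% in these data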;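 further: plate controls were DMSO with full reaction for no effect and wells lacking NADH for full effect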
#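 System: Bacterial diaphorase enzyme (C. kluyveri) | Incubation: 16-min room-temperature incubation before reading | Benchmarks: No-NADH positive control and DMSO neutral control | Measured by: Resorufin fluorescence 544/590 nm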
# PMI activator – activators of human phosphomannose isomerase | 0.005% of 190,000 active | P34949 | activation factor at 20 µM | AID 1214 | purified human PMI, coupled resazurin fluorescence, 20 min; stronger effect = higher value; 1 = vehicle control, 0 substrate-free wells;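 active means activation factor of 2 or more at 20 µM, relative to plate controls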
# * hit, by the source's call; · = not tested or not shown. Unless noted, no stated cut-off is given here; in the data, active means inhibition above about 50%; inactive means the rest. This is a subset; the hit share may differ from the screen's.
SMILES	Lmaj promast	TLR4 MyD88 comp	Diaph inh CS	RAM inhibit	PMI activator	S1P3 antag	Diaph act CS	DTT redox prof	Hsp70 activator	G6PDH counter	PMI act satM6P
COc1cc2c(C(=O)O)c(C)n(C)c2cc1Br	2	7	1	3.7	1	-12	1	-0.6	-0.2	6	0.9
Cc1ccc(C2=NN(CCC(=O)N3CCC4(CC3)OCCO4)C(=O)CC2)cc1	-5	-9	-1	-1.9	1.1	-21	1	0.7	0.1	1	1.1
CCOC(=O)C(=O)NC1CCSC1=O (configuration not stated)	-4	5	24	-0.1	1	·	0.8	-2.0	0.6	1	1
CCOC(=O)c1ccc(NC(=O)C2C3C=CC(O3)C2C(=O)O)cc1 (configuration not stated)	5	-11	23	0.0	0.9	1	0.8	3.4	-0.2	3	0.9
CCn1ccnc1CN1CCCC(C(=O)c2cc(Cl)ccc2OC)C1 (configuration not stated)	11	-7	8	1.0	1	17	0.9	-0.9	0.2	17	1
CCOc1cc(CNC(C)C(O)c2ccccc2)cc(Cl)c1OCC (configuration not stated)	46	-16	7	1.0	0.9	0	0.9	-0.1	-0.2	4	0.8
CC1CCCN(C(=O)CN2C3CCC2CC(O)(c2ccc(F)cc2)C3)C1 (configuration not stated)	0	-3	4	1.2	1.1	-17	1	0.1	-0.1	9	1
Cc1ccc2c(c1)C1CN(C)CCC1N2C(=S)Nc1cccnc1 (configuration not stated)	5	-11	10	2.2	1	-10	0.9	0.1	0.0	4	0.9
Cc1ccc(N2C(=O)NC(=O)C3(Cc4ccccc4N4CCCC43)C2=O)cc1 (configuration not stated)	47	-5	21	1.4	1.3	-24	0.8	0.4	0.0	-2	1.1
CCn1c(O)c(C=Nc2ccc(N3CCOCC3)c(Br)c2)c(=O)n(CC)c1=S	-7	-3	17	1.3	1	·	0.8	0.2	0.2	11	0.9
CCCc1nc2ccccc2c(=O)n1-c1ccc(O)cc1	4	13	11	1.7	1.1	1	0.9	-0.8	-0.3	13	0.9
CCC(=NCc1cccnc1)c1c(O)n(C2CCCCC2)c(=O)[nH]c1=O	14	-6	10	-1.5	0.9	6	0.9	1.6	0.0	2	0.9
Cc1nc2cc(-c3ccccc3)nn2c(C)c1CCC(=O)N1CCC2(CC1)OCCO2	-7	-8	18	3.6	0.9	-5	0.8	0.1	-0.5	3	0.9
N=c1ccccn1Cc1ccccc1	0	3	-7	1.2	1.1	-12	1.1	-1.2	-0.2	6	1
CCCn1cc(C(=O)O)cn1	-4	2	2	1.2	1.1	-16	1	-2.1	-0.2	4	1
CCOC(=O)c1c(N)n(CCN2CCOCC2)c2nc3ccccc3nc12	25	-12	12	0.9	0.9	·	0.9	0.3	-0.2	9	0.9
COc1ccc2ccc(O)c(CN3CC=C(c4ccccc4)CC3)c2c1	8	-14	28	0.9	0.7	-9	0.7	-1.0	-0.3	11	0.4
O=C(Nc1ccc2c(c1)OCO2)c1cn(Cc2ccc(F)cc2)nn1	10	4	8	3.4	1	-10	0.9	-0.2	1.8	-2	0.9
NS(=O)(=O)c1ccc(N=Cc2c(O)n(-c3ccccc3)c(=O)[nH]c2=O)cc1	-4	-11	8	-0.1	1.5	-10	0.9	-0.2	-0.4	1	1.4
CNCCc1c[nH]c2ccccc12	-4	-8	-8	0.6	1	-5	1.1	-1.5	0.1	5	1
CC(=O)N(C1=NCCCS1)c1ccc(F)cc1	13	-2	22	1.4	1	23	0.8	-2.5	-0.1	12	0.9
CC(C)c1oc(=O)cc2c1[C@@H](O)[C@H]1OC(=O)[C@@]3(C)CC[C@@H](O)[C@@]2(C)C13 (some centres not stated)	6	-12	5	0.1	1	-13	1	-0.6	-0.3	18	0.9
Cc1ccc(C2SCC(=O)Nc3c2c(=O)[nH]n3C2CCOC(C)(C)C2)cc1 (configuration not stated)	-10	-2	10	1.9	0.9	-18	0.9	-4.2	-0.4	3	0.9
CC(=O)Nc1ccc(C(=O)OCC(=O)Nc2ccc(Cl)cc2C(=O)c2ccccc2)cc1	-2	-2	26	0.6	0.9	-14	0.7	-0.3	0.0	-3	0.9
Nc1c(C(=O)NCCN2CCOCC2)c2nc3ccccc3nc2n1Cc1ccco1	18	-5	24	0.1	0.9	2	0.8	2.3	-0.2	13	0.8
CCC(=NC1CC1)c1c(O)n(C2CCCCC2)c(=O)[nH]c1=O	6	-2	13	0.0	0.9	12	0.9	2.3	-0.1	-2	0.9
C=Cn1ccnc1P(=S)(c1ccc(N(C)C)cc1)c1nccn1C=C	9	-6	22	2.5	1	·	0.8	1.5	-0.1	10	0.9
O=[N+]([O-])c1cc(F)c(N2CCCC2)cc1N1CCNCC1	26	17	-1	2.3	1.1	23	1	-0.8	-0.3	8	1
COc1ccc(O)c(CN2CCCC(C(=O)c3ccccc3SC)C2)c1 (configuration not stated)	10	1	15	0.0	0.9	-6	0.8	-0.6	-0.3	21	0.8
COc1ccc(/C=C2/C(=O)N(Cc3ccco3)C(=O)N(C(C)C)C2=O)cc1	5	-1	27	0.0	1.3	0	0.7	0.2	-0.3	-4	1.2
O=Cc1cn(Cc2c(F)cccc2Cl)c2ccccc12	8	3	8	0.4	1	6	0.9	0.1	-0.2	4	1
c1ccc(C2N3CCCN23)cc1 (configuration not stated)	-10	-15	6	0.0	1	·	0.9	-3.1	-0.2	-11	1
CC(C)=CCC12CN3CCN(CC(C3)C1=O)C2	-6	2	15	1.4	0.9	-7	0.8	-0.8	0.5	14	0.8
Cc1ncc([N+](=O)[O-])n1CCOc1nonc1N	-9	8	-12	-0.4	1.1	7	1.1	0.0	0.4	-1	1.1
O=Cc1cn(Cc2ccc(F)cc2)c2ccccc12	8	-3	3	1.9	1	19	1	0.1	-0.3	3	1.1
C[C@@]1([C@@H](NP(=O)(c2ccccc2)c2ccccc2)c2ccccc2)C[C@H]1CCO	-2	-13	8	0.8	1	-11	0.9	0.5	-0.2	8	1
Cc1cc(/C=C2\C(=O)NC(=O)N(c3cccc(F)c3)C2=O)c(C)n1-c1cc(C(=O)O)cc(C(=O)O)c1	-9	4	7	1.8	1.3	-2	0.9	0.0	-0.2	-2	1.4
C=CCN1C(=O)C2(C(C(=O)OCC)=C(N)Oc3c2c(=O)oc2ccccc32)c2ccccc21 (configuration not stated)	-7	4	8	2.4	0.9	-41	0.9	0.6	-0.4	-1	1
NC(=O)CS(=O)C(c1ccccc1)c1ccccc1 (configuration not stated)	·	·	10	·	0.9	-15	0.9	·	-0.4	7	1
Cn1cc[n+](C)c1P(=S)(c1ccccc1)c1ccccc1	22	-10	2	3.4	1.1	5	1	-0.1	-0.2	9	1.2
O=C(COC(=O)Cc1ccccc1)NC12CC3CC(CC(C3)C1)C2	-4	-5	6	0.9	1	·	0.9	-4.0	-0.2	0	1
O=C(O)CCn1cc(C=C2C(=O)NC(=S)NC2=O)c(-c2cccc(Br)c2)n1	-7	-2	25	3.6	0.2	-2	0.7	-0.9	-0.3	10	0.6
Cc1ccccc1-n1c(C)nc2ccccc2c1=O	0	-11	-2	0.6	1	3	1	-0.3	-0.3	7	1.1
CCN(CC)CCCN=Cc1c(O)n(-c2cccc(C)c2C)c(=O)[nH]c1=O	-6	4	12	0.5	1	-15	0.9	-0.5	-0.4	-2	1
COC(=O)c1c(C)n(Cc2ccccc2)c2ccc(O)cc12	5	-9	24	1.1	0.8	-17	0.8	-0.9	-0.2	13	0.6
O=C(O)c1nn(Cc2ccc(Cl)cc2Cl)c2ccccc12	4	3	24	8.0	1	8	0.8	0.0	-0.2	8	0.9
CC1=CC2/C=C(\C)CCC(O)C(O)/C=C/C(=O)C23C(=O)NC(CC(C)C)C3C1C (configuration not stated)	97*	1	20	0.0	1	7	0.8	0.0	3.0	13	1
CN1CCN(c2ccc(C(F)(F)F)cc2N)CC1	4	0	-1	0.8	1	-3	1	-0.4	-0.2	4	1
O=C(N=Nc1c(O)[nH]c(=O)[nH]c1=O)C1COc2ccccc2O1 (configuration not stated)	-3	-6	43	1.1	0.7	-15	0.6	-0.5	-0.3	10	0.4
CC1(C)CC(=O)C=C(NCCN2CCN(C(=O)Cc3ccc(Cl)cc3)CC2)C1	-4	-6	21	1.1	1.1	1	0.8	-1.4	0.0	4	1.1

# Further results follow.
SMILES	Lmaj promast	TLR4 MyD88 comp	Diaph inh CS	RAM inhibit	PMI activator	S1P3 antag	Diaph act CS	DTT redox prof	Hsp70 activator	G6PDH counter	PMI act satM6P
CCN(CC)c1ccc(/C=C2/C(=O)NC(=O)N(CC3CCCO3)C2=O)cc1 (configuration not stated)	-6	-4	19	2.3	1	·	0.8	-3.4	-0.1	5	1
CCCCn1c(=O)c(C=Nc2cc([N+](=O)[O-])ccc2OC)c(O)n(CCCCl)c1=O	-2	-8	13	3.6	1.3	-15	0.9	0.0	-0.1	-4	1.7
Cn1c(O)c(C=NCCCN2CCCC2=O)c(=O)n(C)c1=O	1	-1	13	0.7	1	24	0.9	-2.5	-0.2	1	1
COc1ccc(NC(=O)CN2CC=C(c3ccccc3)CC2)cc1S(=O)(=O)N1CCOCC1	2	4	16	1.6	0.9	4	0.8	0.5	-0.2	4	0.9
COc1cccc(C(=O)C2CCCN(Cc3ccccn3)C2)c1 (configuration not stated)	2	-1	15	-0.3	0.9	0	0.8	0.5	0.1	12	0.9
Cn1ncnc2c(=O)n(C)c(=O)nc1-2	·	·	56*	·	0.3	105*	0.4	·	·	72*	0.4
O=C1CCCC2C3CCCN4CCCC(CN12)C34 (configuration not stated)	-6	7	5	2.0	1	2	1	3.6	-0.2	8	0.9
